Compound activity as filed in PubChem BioAssay.
Growth percent in the NCI-60 one-dose screen (48 h, 10 µM unless noted): 100 = growth as untreated, 0 = no growth, -100 = all killed.
KM12: KM12 colon cancer cells; 82,000 compounds, 5% hits; AID 1794800
NCI-H460: NCI-H460 lung cancer. AID 1794736. 82,000 compounds, 6.8% hits
COLO 205: COLO 205 colon cancer; 79,000 compounds, 7.3% hits
NCI-H522: NCI-H522 lung cancer. 78,000 compounds, 8% hits. AID 1794739
NCI-H226: NCI-H226 lung cancer; 79,000 compounds, 3.5% hits; AID 1794732
NCI-H23: NCI-H23 lung cancer. 80,000 compounds, 4% hits. AID 1794731
NCI-H322M: NCI-H322M lung cancer. AID 1794733. 80,000 compounds, 2.7% hits
IGROV1: IGROV1 ovarian cancer | AID 1794786 | 79,000 compounds, 4.7% hits
NCI/ADR-RES: NCI/ADR-RES ovarian cells | 81,000 compounds, 4.4% hits | AID 1794790
Active calls of the source: *; · = not tested or not shown; & = joins results of further samples; [ ] = another dose, or the depositor's remark. Rule for the calls: active = growth percent below 10; inactive = the rest. Rows were taken by chance; about 12% have a hit in one of these screens.

SMILES	KM12	NCI-H460	COLO 205	NCI-H522	NCI-H226	NCI-H23	NCI-H322M	IGROV1	NCI/ADR-RES
CS(=O)(=O)c1ccc(-c2nc3ccccc3n2CC(N)=O)cc1	102	109	95	88	86	90	94	92	90
O=C(NNC(=O)c1ccccc1Cl)c1ccccc1	107	97	119	106	95	99	114	117	102
O=C(O)CCN1C(=O)/C(=C/c2cnc(CO)s2)SC1=S	103	98	116	75	102	102	88	101	104
O=S(O)c1ccccc1	99	113	102	86	88	100	99	97	100
Cc1ccc(-c2nn(-c3ccccc3)cc2/C=C/C(=O)OCc2cn(-c3ccc([N+](=O)[O-])cc3)nn2)cc1	87	66	104	82	81	79	83	85	77
COc1ccc(-c2nc(SCC(C)C)nc(N/N=C\c3ccc(OC)c(OC)c3)c2C#N)cc1	76	66	97	74	100	81	82	82	92
CCOC(=O)Cc1cc(Br)c(OCc2ccccc2)c(Br)c1	107	114	127	80	88	94	102	86	102
COc1cc(-c2cc(/C=C/C(=O)c3ccc(F)cc3Br)[nH]n2)cc(OC)c1OC	92	101	98	78	101	101	102	114	107
CC1(C)CC[C@]2(C(=O)O)CC[C@]3(C)C(=CC[C@@H]4[C@@]5(C)C/C(=C/c6cccnc6)[C@H](O)C(C)(C)[C@@H]5CC[C@]43C)[C@@H]2C1	-38*[100 µM]	-17*[100 µM]	-73*[100 µM]	-9.0*[100 µM]	-23*[100 µM]	6.1*[100 µM]	-17*[100 µM]	2.2*[100 µM]	3.8*[100 µM]
COc1ccn2c(C(C)=O)cc(C(=O)N3c4ccccc4Sc4ccccc43)c2c1	80	96	71	47	80	93	94	76	94
Cn1c(=O)c2nc3n(c2n(C)c1=O)C(=N)C(C(=O)c1ccc(Cl)cc1)N=N3 (stereo not drawn)	114	116	110	97	115	110	116	134	112
CCN(CC)c1ccn(CC(=O)NCCC(C)C)c(=O)c1	98	108	92	89	102	93	110	109	102
COc1cc(C(=O)NCC(=O)NNC(C)C)cc(OC)c1OC	106	108	114	95	91	93	115	106	103
CCCCCn1cnc2c(=S)nc[nH]c21	109	99	105	90	110	102	121	116	113
O=C(OCC1CC=CCC1)C1CC=CCC1 (stereo not drawn)	113	111	111	103	99	106	123	113	117
Cc1cc(NCCCNc2ccnc3cc(Cl)ccc23)nc(N2CCN(C)CC2)n1	53	24	48	4.3*	75	95	56	83	107
CN(C)c1nc(N(C)C)c2cnn(C)c2n1	107	108	111	85	95	107	92	89	111
NC(=O)c1cccc(-n2ccc3cc(NC(=O)c4ccc(N5CCOCC5)c(C(F)(F)F)c4)ccc32)n1	33	44	34	59	66	77	57	75	66
NC(=S)N/N=C\c1nccc2c(N)cccc12	27	3.3*	16	6.3*	-5.5*	16	4.5*	11	11
COc1cc2oc(-c3cccc(NC(=O)c4ccc(Br)cc4)c3)cc(=O)c2c(OC)c1OC	34	·	·	44	51	51	56	47	34
CCCC(=O)Oc1ccc(C(C)(C)C)cc1C(C)c1ccccc1 (stereo not drawn)	97	100	115	110	103	92	105	102	99
Cc1cc(O)cc(C)c1Br	105	109	113	87	102	107	98	100	99
CCOC(=O)C(Cc1ccccc1)(C(=O)OCC)C(Br)C(=O)c1ccccc1 (stereo not drawn)	98	93	63	22	88	84	84	75	85
O=c1[nH]c(=S)[nH]c2c1C(c1ccc(O)cc1)c1c([nH]c(=S)[nH]c1=O)N2	99	96	117	103	106	98	100	93	97
CCOC(=O)C(/C=C/C(C)C)(C(=O)OCC)C(C)C	109	111	103	80	101	109	99	106	106
CCC(C)C(C)(C)O (stereo not drawn)	105	106	112	·	100	112	96	109	109
CCOC(=O)C(c1ccccc1)N(C)C (stereo not drawn)	112	115	124	96	100	104	134	113	106
Cc1cc(C2=NNC(c3ccc[nH]3)C2)ccc1-n1ccc(C(F)(F)F)n1 (stereo not drawn)	86	99	111	74	92	92	99	97	95
COc1ccccc1Cn1cc(C#N)c(N)c1C(=O)c1ccc(C#N)cc1	108	106	104	91	99	91	103	111	97
COc1cc2nc(Cl)nc(Nc3cccc(C4=NN(C(C)=O)C(c5ccc(F)cc5)C4)c3)c2cc1OC (stereo not drawn)	87	76	89	84	74	87	88	77	89

Record cards, from the list above:
Cc1cc(C2=NNC(c3ccc[nH]3)C2)ccc1-n1ccc(C(F)(F)F)n1 (stereo not drawn) is listed as KM12 = 86; NCI-H460 = 99; COLO 205 = 111; NCI-H522 = 74; NCI-H226 = 92; NCI-H23 = 92; NCI-H322M = 99; IGROV1 = 97; NCI/ADR-RES = 95
CCOC(=O)C(Cc1ccccc1)(C(=O)OCC)C(Br)C(=O)c1ccccc1 (stereo not drawn) is listed as KM12 = 98; NCI-H460 = 93; COLO 205 = 63; NCI-H522 = 22; NCI-H226 = 88; NCI-H23 = 84; NCI-H322M = 84; IGROV1 = 75; NCI/ADR-RES = 85

(listing goes on)
SMILES	KM12	NCI-H460	COLO 205	NCI-H522	NCI-H226	NCI-H23	NCI-H322M	IGROV1	NCI/ADR-RES
NC(=O)c1ncn2c(=O)n(CCF)nnc12	84	55	57	83	69	95	78	70	51
N#Cc1c(-c2ccc(C(F)(F)F)cc2)cc(NCC2CCS(=O)(=O)CC2)n2c1nc1ccccc12	98	97	97	65	94	89	100	86	103
COc1ccc2c(c1)C(C)Cc1c(ncn3c(-c4ccc(Cl)cc4)nnc13)N2C (stereo not drawn)	99	106	112	95	113	99	107	106	114
CCS/C(Nc1ccccc1)=C(\C#N)C(=O)Nc1ccc(OC)cc1	31	10	18	0.6*	58	48	52	56	-0.7*
CC1=C(C(=O)Nc2ccccc2C)C(c2cccc([N+](=O)[O-])c2)C(C(=O)Nc2ccccc2C)=C(C)N1	98	99	112	89	91	95	91	79	99
NS(=O)(=O)Nc1ccc(C(=O)NC(C(=O)NO)c2ccc(-c3cc(F)c(F)c(F)c3)cc2)cc1 (stereo not drawn)	101	108	115	78	100	103	96	95	100
Cc1ccc(N2CCN(C(=S)Cc3cccc4ccccc34)CC2)cc1	105	99	115	89	99	101	95	99	96
CCOC(=O)C1=C(C(=O)OCC)N(c2c(C)cccc2C)C(N)=C(C#N)C1c1cc(=O)[nH]c2ccccc12 (stereo not drawn)	102	101	117	94	91	102	104	93	101
CCOCCc1cccc(C)n1	126	102	139	91	114	94	75	101	99
Nc1c(C(=O)O)ccc2c1C(=O)c1ccccc1C2=O	90&99	104&102	102&98	96&98	90&95	87&96	102&105	90&106	89&108

6 compounds picked at random from the list so far, as already listed:
SMILES	KM12	NCI-H460	COLO 205	NCI-H522	NCI-H226	NCI-H23	NCI-H322M	IGROV1	NCI/ADR-RES
COc1ccc2c(c1)C(C)Cc1c(ncn3c(-c4ccc(Cl)cc4)nnc13)N2C (stereo not drawn)	99	106	112	95	113	99	107	106	114
CCOC(=O)C1=C(C(=O)OCC)N(c2c(C)cccc2C)C(N)=C(C#N)C1c1cc(=O)[nH]c2ccccc12 (stereo not drawn)	102	101	117	94	91	102	104	93	101
CCS/C(Nc1ccccc1)=C(\C#N)C(=O)Nc1ccc(OC)cc1	31	10	18	0.6*	58	48	52	56	-0.7*
CC1=C(C(=O)Nc2ccccc2C)C(c2cccc([N+](=O)[O-])c2)C(C(=O)Nc2ccccc2C)=C(C)N1	98	99	112	89	91	95	91	79	99
Nc1c(C(=O)O)ccc2c1C(=O)c1ccccc1C2=O	90&99	104&102	102&98	96&98	90&95	87&96	102&105	90&106	89&108
NC(=O)c1ncn2c(=O)n(CCF)nnc12	84	55	57	83	69	95	78	70	51

Later entries
SMILES	KM12	NCI-H460	COLO 205	NCI-H522	NCI-H226	NCI-H23	NCI-H322M	IGROV1	NCI/ADR-RES
Cn1c(-c2cnc3[nH]ncc3c2)nnc1N1CCC(c2cccc(F)c2F)CC1	100	100	116	96	93	108	94	103	106
N#Cc1ccc(NC(=O)COc2ccc(/C=C3\C(=O)Nc4ccc(Cl)cc43)cc2)cc1	86	79	103	83	72	79	85	91	66
O=C(Nc1nc(-c2c[nH]c3ccccc23)cs1)c1n[nH]c(=O)c2ccccc12	52	10	90	60	69	81	84	55	61
NS(=O)(=O)c1ccc(C(=O)N=Nc2c(O)[nH]c3c(Cl)cccc23)cc1	105	107	104	98	98	97	98	101	103
CC1(C)CCCN1CCCN1c2ccccc2Sc2ccc(Cl)cc21	56	61	44	77	83	72	74	60	61
CCN(CC)C(=O)c1cc(OC)c(OC)c(OC)c1	97	108	111	91	101	96	104	103	101
CN(C)c1c([N+](=O)[O-])cc(N2C(=O)C=CC2=O)cc1[N+](=O)[O-]	118&107	124&109	91&44	94&97	103&95	103&104	102&117	110&112	107&106
CNCCCOc1c(Br)cc(CCNC(=O)/C(Cc2ccc(OC)c(Br)c2)=N/O)cc1Br	42	16	-59*	29	77	63	70	49	81
CCOC(=O)c1[nH]nc2c1C1(C(=O)N(C)c3ccccc31)C(C#N)=C(N)O2 (stereo not drawn)	105	110	112	100	94	100	95	100	98
CS(=O)(=O)c1nccc(-c2c(-c3ccc(OCCc4ccccc4)cc3)nc3sccn23)n1	106	101	115	94	45	92	·	110	98
CN1CCN(Cc2c[nH]c3ncnc(N4CCOCC4)c23)CC1	98	101	100	99	91	98	102	89	·
N#Cc1c2ncccc2c2nnc3ccccc3n12	103	102	115	·	102	98	98	98	105
BrCc1ccc(CCc2ccc(CBr)cc2)cc1	103	111	117	88	98	101	92	96	108
Cc1ccc(NC(=O)/C=N/O)cc1C	104	103	105	93	53	95	102	117	112
CC1=C(NCCN2CCOCC2)C(=O)c2c(OCc3ccccc3)cccc2C1=O	104	100	104	91	86	100	106	105	88
Cc1cc([N+](=O)[O-])ccc1Nc1ccc(C(=O)Nc2nc3cc(C(=O)N4CCN(C(c5ccccc5)c5ccccc5)CC4)ccc3o2)cc1[N+](=O)[O-]	65	80	74	34	80	46	86	74	74
COc1ccc(-n2cnc(N)c2C(=O)c2cc(OC)c(OC)c(OC)c2)cc1	92	100	88	98	99	98	118	90	104
COc1ccccc1N=Nc1c(S(=O)(=O)O)cc2cc(S(=O)(=O)O)cc(NC(C)=O)c2c1O	107	104	118	82	107	92	91	108	103
C[N+]1=C(/C=C/c2ccc(O)cc2I)C(C)(C)c2ccccc21	80	94	92	79	89	85	93	107	101
Cn1cnc(I)c1Cc1ccc(OCc2ccccc2)cc1	75	82	111	79	67	82	107	87	84
CCCCc1nc(Cl)c(C2CC(c3ccc(S(N)(=O)=O)cc3)=NN2C(C)=O)[nH]1 (stereo not drawn)	102	107	109	87	92	104	80	102	114
Cc1ccc([N+]2=NOC(=O)C2CN2CCNCC2)cc1 (stereo not drawn)	91	96	100	·	85	102	104	102	100
CC(C)CNC(=O)C(NC(=O)CC(C)C)P(=O)(O)O (stereo not drawn)	106	123	132	98	104	94	99	114	97
COc1cccc(-c2c(C#N)nnn2-c2cccc(Cl)c2)c1	96	100	103	80	90	106	85	80	95
C[n+]1cccc(C(=O)c2ccccc2)c1	103	108	102	87	100	97	106	111	106
COC(=O)C1(O)NC(=C(C#N)C#N)C(C#N)=C1C(C)=O (stereo not drawn)	103	106	104	103	105	103	108	111	108
O=C(CC1c2ccccc2NC(=O)N1Cc1ccccc1)c1ccc(F)cc1 (stereo not drawn)	102	98	105	85	98	87	95	89	84
COc1ccc(-c2nc3ccc(-c4nnc(SCC(=O)Nc5ccc(C(=O)/C=C/c6ccc(OC)c(OC)c6)cc5)o4)cc3[nH]2)cc1	77	91	104	75	96	80	95	88	94
COc1ccc(/C=C/C(c2cc(OC)c(OC)c(OC)c2)n2cncn2)cc1 (stereo not drawn)	31	22	31	28	76	67	61	65	36
Cc1cc(O)c(Cl)cc1Cl	112	108	113	114	110	106	112	103	·
Cc1cccc(-n2c(SCC(=O)Nc3ccc(S(=O)(=O)Nc4nccs4)cc3)nc3ccccc3c2=O)c1	96	106	103	92	96	100	92	98	105
CCC(=O)Nc1ccc2c(c1)Cc1cc([N+](=O)[O-])ccc1-2	107	97	112	·	86	96	107	120	101
CCOC(=O)c1nnn(-c2ccccc2)c1-c1cccnc1	101	104	117	71	109	95	89	101	99
CC(C)(C)C(=O)/C=C/c1cccc([N+](=O)[O-])c1	46	96	108	40	86	78	101	92	54
O=C1CCC(C(=O)N/N=C/C(=O)c2ccccc2)N1 (stereo not drawn)	103	101	106	99	102	101	100	105	103
O=C(O)c1ccc(N/N=C/c2cn(-c3ccc(C(=O)O)cc3)nc2-c2cccc(F)c2)cc1	104	109	122	96	114	105	106	105	107
O=C(CN1CCN(c2cc3c(cc2F)c(=O)c(C(=O)O)cn3C2CC2)CC1)Nc1ccc(Br)cc1	89	71	105	74	98	83	53	89	96
O=C(Nc1nc(-c2cccnc2)nc2c1sc(=S)n2-c1ccc(F)cc1)C(F)(F)F	108	106	111	94	97	97	·	102	103
O=C(CNC(=O)OCc1ccccc1)Oc1ccc([N+](=O)[O-])cc1	98	109	110	101	99	101	102	108	104
CC(O)C(O)C(O)C(O)C(O)C(=O)NNc1ccccc1 (stereo not drawn)	86	100	94	67	94	96	76	80	84
[O-][n+]1ccc(CC(O)(C(F)(F)F)C(F)(F)F)cc1	100	113	106	92	107	112	90	97	107
COc1ccc(-c2nc(NCC(=O)c3ccc(Cl)c(Cl)c3)[nH]c(=O)c2C#N)cc1	102	109	103	79	95	95	91	99	103
Cc1ccccc1NN	101	106	104	·	100	94	115	108	99
CCOC(=O)C1=C(C(=O)c2ccc(OC)cc2)C(c2ccc(OC)c(OC)c2)C(C(=O)c2ccc(OC)cc2)=C(C(=O)OCC)N1	103	106	121	101	103	99	102	111	100
CN(C)c1ccc(C(=C2C=CC(=[N+](C)C)C=C2)c2c(O)c(S(=O)(=O)O)cc3cc(S(=O)(=O)O)ccc23)cc1	105	114	112	88	90	99	97	101	102
